Screening data (PubChem BioAssay)
EPAC2 antagonist – blocks human EPAC2 exchange factor; Q8WZA2; EPAC2 GEF exchange of Rap1B-BODIPY-GDP, fluorescence; Potency, µM (highest dose often 114 µM), inactives show at the highest dose activity, negative = inhibition, actives largely listed as inhibitors; 360,000 tested, 0.18% active; note: % is set by controls: 0 for no effect and ±100 for the full control effect; nearly all actives have a fitted effect of over 45% in size; many of its hits are not listed in these tables
Target sequence (Q8WZA2 whole entry, looked up): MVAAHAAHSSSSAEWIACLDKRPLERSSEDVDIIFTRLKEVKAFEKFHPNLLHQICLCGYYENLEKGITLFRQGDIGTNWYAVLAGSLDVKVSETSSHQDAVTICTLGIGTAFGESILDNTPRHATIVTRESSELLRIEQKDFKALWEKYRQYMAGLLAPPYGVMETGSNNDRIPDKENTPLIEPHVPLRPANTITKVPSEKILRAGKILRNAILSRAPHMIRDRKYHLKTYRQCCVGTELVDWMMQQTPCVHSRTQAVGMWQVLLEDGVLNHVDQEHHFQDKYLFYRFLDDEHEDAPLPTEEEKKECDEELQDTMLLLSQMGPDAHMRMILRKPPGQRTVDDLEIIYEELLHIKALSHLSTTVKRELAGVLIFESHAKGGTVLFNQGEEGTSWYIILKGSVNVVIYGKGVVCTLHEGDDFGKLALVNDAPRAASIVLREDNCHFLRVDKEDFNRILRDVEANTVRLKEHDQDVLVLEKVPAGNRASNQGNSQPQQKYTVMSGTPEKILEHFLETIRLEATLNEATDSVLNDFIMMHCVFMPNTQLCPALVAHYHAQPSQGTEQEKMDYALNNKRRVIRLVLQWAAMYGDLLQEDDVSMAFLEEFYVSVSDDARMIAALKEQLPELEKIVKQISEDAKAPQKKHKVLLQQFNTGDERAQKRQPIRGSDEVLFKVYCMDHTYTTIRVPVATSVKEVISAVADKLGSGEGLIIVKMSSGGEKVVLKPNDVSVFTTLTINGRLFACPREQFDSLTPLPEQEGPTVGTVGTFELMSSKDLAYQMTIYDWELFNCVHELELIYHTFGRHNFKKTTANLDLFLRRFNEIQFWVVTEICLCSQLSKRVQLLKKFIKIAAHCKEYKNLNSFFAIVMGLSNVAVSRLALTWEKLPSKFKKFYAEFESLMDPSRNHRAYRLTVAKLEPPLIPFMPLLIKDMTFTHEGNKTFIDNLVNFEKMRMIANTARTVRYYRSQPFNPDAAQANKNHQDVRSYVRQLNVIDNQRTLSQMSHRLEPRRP
A549 tox – counter-screen for Nrf2 inhibitors: cytotoxicity in A549 cells. A549 ARE-Fluc cells, CellTiter-Fluor viability, 18-24 h. Potency, µM (doses to about 46 µM), for the others: at the highest dose activity change, negative = cytotoxicity, actives largely listed as inhibitors. 390,000 tested, 0.16% active; note: % is set by controls: 0 for no effect and ±100 for the full control effect
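Cytotoxicity counterscreen: CellTiter-Fluor fluorescence was measured in A549 ARE_Fluc cells after 18-24 h of compound exposure in a concentration series. The subsequent BugLite luminescent read reports ARE-luciferase activity.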
MCF10A rereplic – inducers of DNA re-replication in MCF 10A breast cells; MCF 10A DNA re-replication, Hoechst nuclear intensity, 48 h; 350,000 tested, 2.9% active; Potency, µM (titrated, usually from 46.1 µM), for the others: at the top dose activity, positive = re-replication, usual class: activators; note: % of control where 0% means no effect; nearly all actives have a fitted effect of over 50% in size
ATXN viability – reduces viability in counter-screen for ATXN expression inhibitors | 400,000 tested, 0.49% active | Potency, µM (titrated, usually from 56.7 µM), actives largely listed as cytotoxic | AID 651635 | S2 cells (HEK-293 line with an ATXN2-luciferase reporter) viability, CellTiter-Fluor protease fluorescence, 24 h; note: nearly all actives have a fitted effect of over 40% in size
ATXN2 expr inh – inhibitors of ATXN2 expression; HEK-293 ATXN2-luciferase reporter, luminescence, 24 h; Potency, µM (highest dose often 57 µM), without a hit: at the top dose activity change, negative = inhibition, hits mostly inhibitors; 360,000 tested, 0.72% active; AID 1745845; note: % is set by controls: 0 for no effect and ±100 for the full control effect; nearly all actives have a fitted effect of over 55% in size
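ATXN2-luciferase reporter cells (luciferase flanked by upstream and downstream ATXN2 gene portions) were treated 24 h at 37 °C with compounds at up to 57 uM. SteadyGlo luminescence gave expression; GF-AFC fluorescence gave viability.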
Nrf2 inh – Nrf2 pathway inhibition | Potency, µM (doses to about 46 µM), for the others: at the highest dose activity change, negative = inhibition, usual class: inhibitors | A549 ARE-Fluc reporter, luciferase luminescence, 18-24 h | 360,000 tested, 2.1% active; note: % is set by controls: 0 for no effect and ±100 for the full control effect; nearly all actives have a fitted effect of over 60% in size
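Concentration-response testing used A549 ARE_Fluc cells at 5000 cells/well. Following an 18-24 h compound incubation, viability was read by fluorescence (Ex 405/Em 525) and luciferase output by luminescence.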
Nrf2 ARE act – activates Nrf2 signaling. AREc32 ARE-luciferase reporter (MCF7-derived line), luminescence, 24 h. Potency, µM (top dose mostly 46.1 µM), without a hit: at the top dose activation, most hits filed as activators. 410,000 tested, 0.31% active. AID 624171; note: % of control where 0% means no effect; nearly all actives have a fitted effect of over 65% in size
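Cells of the AREc32 ARE-luciferase line are plated in OPTI-MEM containing 5% FBS and left overnight at 37 deg C. Compounds are pinned in, incubation continues 24 hr, and firefly luciferase signal is then measured.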
TGFb inhibitor – blocks TGF-b signaling; HepG2 CAGA-GFP TGF-b/SMAD3 reporter, GFP fluorescence, 18 h; TGF-beta stimulated, 500 pg/mL final; Potency, µM (highest dose often 46.1 µM), inactives show at the top dose activity, negative = inhibition, hits mostly inhibitors; 410,000 tested, 1.2% active; AID 588855; note: % is set by controls: 0 for no effect and ±100 for the full control effect; nearly all actives have a fitted effect of over 65% in size
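Read-out: total well GFP (ex488/em500-530) summed from mean per-cell fluorescence. Cells: HEPG2 CAGA-GFP, 1% FBS DMEM, 18 h at 37 degrees C with 500 pg/mL final TGF-beta. Unstimulated wells served as the full-inhibition control; stimulated DMSO wells = 0%.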
HepG2 viability – counter-screen for TGF-b inhibitors: cytotoxicity in HepG2 cells. HepG2 CAGA-GFP viability, ATP luminescence, 18 h. Potency, µM (titrated, usually from 46.1 µM), inactives show top-dose activity change, negative = cytotoxicity, most hits filed as cytotoxic. 410,000 tested, 0.76% active. AID 588856; note: some results filed as inactive show a strong effect at the top dose
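HepG2 CAGA-GFP cells (1000/well, DMEM with 1% FBS) received compound, then TGF-beta at 500 pg/mL final, and were incubated 18 hours at 37 degrees C. Viability was read by CellTiter-Glo luminescence. Media-only wells were set as complete cell-killing and DMSO as no toxicity.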
Active calls of the source: *; i = inactive; u = inconclusive; x = not tested or not shown; [ ] = another dose, or the depositor's remark. Calls come from the whole dose curve; as a rule, active = well fitted curve in the direction sought with a large enough effect; inconclusive = small, poorly fitted or top-dose-only effect, or another doubt; inactive = no such curve, though single readings can be large; an effect the other way counts as inactive or inconclusive. Potency is the fitted concentration of half-maximal effect.

cpd	SMILES	EPAC2 antagonist	A549 tox	MCF10A rereplic	ATXN viability	ATXN2 expr inh
1	Cc1ccc(OC(=O)c2cc(-c3ccc(Cl)cc3)on2)c(C)c1	x	-1%	x	i	-3%
2	COc1ccc(NC(=O)C2CCCN2S(=O)(=O)c2ccc3c(c2)CCC(=O)N3)cc1 (stereo not drawn)	-3%	-8%	7%	i	3%
3	Cc1ccc(CN2CCCn3nc(C(=O)NCCc4ccc(Cl)cc4)cc3C2=O)cc1	x	5%	x	i	-19%
4	COc1cc(SC)ccc1C(=O)OCC(=O)NCC(C)C	12%	2%	-2%	i	20%
5	CCCNC(=O)C1(C)CCN(C(=O)c2ccc(OC)cc2OC)C1 (stereo not drawn)	16%	x	x	i	1%
6	CCOC(=O)c1cccc(NC(=O)C2CCCN(S(=O)(=O)c3cnc[nH]3)C2)c1 (stereo not drawn)	10%	6%	-7%	i	-9%
7	CC(C)(C)OC(=O)N1CCC[C@H]1C(=O)N/N=C/c1ccc2nccnc2c1	-4%	-1%	-1%	i	-15%
8	COc1ccc(NS(=O)(=O)c2ccc(C)c(C(=O)NCC(c3cccs3)N3CCOCC3)c2)cc1 (stereo not drawn)	-7%	1%	-1%	i	-2%
9	COc1cccc(-c2cc(C(=O)O)[nH]n2)c1	4%	-1%	0%	u	7%
10	CC1CCCN(S(=O)(=O)c2ccc3c(c2)n(C)c(=O)c(=O)n3C)C1 (stereo not drawn)	0%	-4%	14%	i	6%

cpd	Nrf2 inh	Nrf2 ARE act	TGFb inhibitor	HepG2 viability
1	u	0.1%	-9%	4%
2	u	6.8%	4%	-2%
3	x	3.7%	u	-62%
4	u	2.0%	18%	-13%
5	x	0.3%	8%	1%
6	u	0.7%	0%	-4%
7	-10%	0.2%	12%	-5%
8	-1%	-0.1%	-9%	-17%
9	9%	-0.7%	0%	10%
10	3%	0.2%	-3%	10%

Part of the list above in a different format:
Order of values – EPAC2 antagonist	A549 tox	MCF10A rereplic	ATXN viability	ATXN2 expr inh	Nrf2 inh	Nrf2 ARE act	TGFb inhibitor	HepG2 viability
[7] CC(C)(C)OC(=O)N1CCC[C@H]1C(=O)N/N=C/c1ccc2nccnc2c1
    -4%	-1%	-1%	i	-15%	-10%	0.2%	12%	-5%
[8] COc1ccc(NS(=O)(=O)c2ccc(C)c(C(=O)NCC(c3cccs3)N3CCOCC3)c2)cc1 (stereo not drawn)
    -7%	1%	-1%	i	-2%	-1%	-0.1%	-9%	-17%
[9] COc1cccc(-c2cc(C(=O)O)[nH]n2)c1
    4%	-1%	0%	u	7%	9%	-0.7%	0%	10%
[10] CC1CCCN(S(=O)(=O)c2ccc3c(c2)n(C)c(=O)c(=O)n3C)C1 (stereo not drawn)
    0%	-4%	14%	i	6%	3%	0.2%	-3%	10%

Continued:
cpd	SMILES	EPAC2 antagonist	A549 tox	MCF10A rereplic	ATXN viability	ATXN2 expr inh
11	O=C(NCC1CCCO1)c1cc2ccccc2o1 (stereo not drawn)	16%	12%	1%	i	20%
12	CCOCCCN(Cc1ccco1)S(=O)(=O)c1cc2c(cc1Cl)NC(=O)CO2	x	-1%	x	x	x
13	Cc1nn(-c2ccccc2)c(C)c1/C=N/NC(=O)c1cc(C(C)(C)C)[nH]n1	-13%	-5%	8%	i	1%
14	COc1ccc(OC)c(CNCc2c(C(=O)O)n(Cc3ccccc3)c3cc(OC)ccc23)c1	x	-6%	x	u	7%
15	COc1ccc(Cl)cc1C(=O)NNC(=O)CSc1nncn1C	2%	-4%	-15%	i	-4%
16	CN1CCN(c2ccc(C(=O)c3cn(-c4ccc(F)c(Cl)c4)nn3)cc2)CC1	12%	2%	u	i	20%
17	Cc1ccc(-n2ncc3c(=O)[nH]c(SCC(=O)N4CCCC4)nc32)cc1C	6%	5%	-14%	i	4%
18	COc1ccccc1N1CCN(C(=O)c2ccc3[nH]c4c(c3c2)CC(C)CC4)CC1 (stereo not drawn)	-3%	u	u	i	x
19	COc1cc(/C=N/NC(=O)c2cc(-c3ccccc3C)nc3ccccc23)cc(OC)c1O	-11%	-1%	-1%	i	2%
20	CCOC(=O)Cn1c(-c2cccnc2)nc(-c2ccccc2)c1-c1ccccc1	-11%	-3%	9%	i	-24%

cpd	Nrf2 inh	Nrf2 ARE act	TGFb inhibitor	HepG2 viability
11	13%	-0.4%	-2%	-7%
12	x	18%	-27%	-7%
13	x	4.3%	-10%	-8%
14	22%	3.6%	-8%	-2%
15	u	9.7%	-1%	-9%
16	16%	3.0%	-4%	6%
17	2%	1.8%	-6%	-4%
18	u	3.8%	u	-9%
19	1%	3.9%	-12%	-4%
20	6%	-0.9%	-2%	-4%

(further entries)
cpd	SMILES	EPAC2 antagonist	A549 tox	MCF10A rereplic	ATXN viability	ATXN2 expr inh
21	Cc1ccc(C2=NN(CCC(=O)NCc3ccc4c(c3)OCO4)C(=O)CC2)cc1	4%	1%	5%	i	2%
22	COC(=O)Cc1csc(Nc2ccc(Cl)cc2)n1	-17%	8%	9%	i	23%
23	COc1cccc(CNC(=O)C2CCN(S(=O)(=O)c3ccc4c(c3)CCCN4C(C)=O)CC2)c1	x	12%	x	i	1%
24	O=c1c(Cc2ccc(Cl)cc2)c(O)ccn1Cc1cccs1	0%	-3%	16%	i	-7%
25	COc1ccc2oc(=O)c(C(=O)NCCc3ccc(OC)c(OC)c3)cc2c1	3%	3%	11%	i	-7%
26	CCc1cccc(OCC(O)Cn2c(N3CCCCC3)nc3c2c(=O)[nH]c(=O)n3C)c1 (stereo not drawn)	-15%	-16%	16%	u	-2%
27	COC(=O)c1ccc(C)c(NC(=O)CSc2sc3c(O)cc(=O)[nH]c3c2C#N)c1	9%	2%	-17%	i	1%
28	COc1ccc(CCNC(=O)C(C)n2c(=O)cc(-c3ccccc3)c3c(C)nn(C)c32)cc1OC (stereo not drawn)	x	-1%	x	i	-4%
29	CCOc1cc(CNC(=O)c2ccc3c(c2)NC(=O)C2CCCCN32)cc(OCC)c1OCC (stereo not drawn)	x	-2%	x	i	-19%
30	CCC(=O)Nc1cc(-c2nc3ccccc3s2)c(Cl)cc1Cl	x	8%	x	i	12%

cpd	Nrf2 inh	Nrf2 ARE act	TGFb inhibitor	HepG2 viability
21	-1%	1.9%	4%	3%
22	2%	4.2%	-12%	-6%
23	x	3.0%	13%	-1%
24	-25%	-1.5%	-14%	-2%
25	-9%	-0.4%	0%	1%
26	-19%	0.1%	4%	-4%
27	13%	-0.5%	-10%	8%
28	-43%	3.9%	u	-28%
29	x	0.3%	-4%	-21%
30	u	3.3%	6%	-9%

The results go on:
cpd	SMILES	EPAC2 antagonist	A549 tox	MCF10A rereplic	ATXN viability	ATXN2 expr inh
31	COc1ccccc1NC(=O)Cn1ccn(-c2cc(C)cc(C)c2)c(=O)c1=O	x	0%	x	x	x
32	O=C(Nc1ccc(N2CCOCC2)c(C(=O)O)c1)c1ccc(Br)cc1	x	0%	x	i	12%
33	CCN(CC)S(=O)(=O)c1ccc2c(c1)N(CC(=O)NCc1ccc(F)cc1)C(=O)CO2	x	-16%	x	x	x
34	CC(C)Oc1ccccc1OC1(C)CCN(Cc2ccc(OC(F)(F)F)cc2)C1 (stereo not drawn)	5%	x	x	i	-12%
35	S=C(c1ccc(N2CCOCC2)cc1)N1CCCCC1	-3%	-20%	u	i	4%
36	CCCC1CCC(C(=O)Nn2c(C)nc3ccccc3c2=O)CC1 (stereo not drawn)	18%	2%	-9%	i	0%
37	CCOc1ccc(NC(=O)COC(=O)CC2CCCCC2)cc1	-15%	2%	2%	i	10%
38	COc1cc2[nH]c(=S)n(CC3CCCO3)c(=O)c2cc1OC (stereo not drawn)	0%	-6%	-11%	i	7%
39	CC(=O)c1cccc(NC(=S)N2CCC(Cc3ccccc3)CC2)c1	-14%	0%	-41%[inhibitor]	i	5%
40	CCOc1ccccc1NC(=O)c1c(NC(=O)Cc2ccccc2)sc2c1CCCC2	x	5%	x	i	4%

cpd	Nrf2 inh	Nrf2 ARE act	TGFb inhibitor	HepG2 viability
31	14%	-0.5%	-1%	-9%
32	x	-1.5%	1%	3%
33	-3%	-0.2%	x	-18%
34	x	0.4%	15%	-19%
35	4%	0.2%	-2%	-31%
36	1%	-0.3%	-10%	-18%
37	23%	-1.4%	-7%	8%
38	7%	0.2%	3%	-1%
39	-17%	0.2%	-12%	-7%
40	9%	0.6%	-5%	-25%

Carrying on.
cpd	SMILES	EPAC2 antagonist	A549 tox	MCF10A rereplic	ATXN viability	ATXN2 expr inh
41	Cc1ccccc1N(C)C(=O)c1coc(=O)c2ccccc12	4%	-16%	0%	i	-11%
42	COC(=O)c1ccc(Cl)c(NC(=O)CN(c2ccc(OC)cc2)S(=O)(=O)c2ccccc2)c1	11%	1%	0%	u	-11%
43	O=C(CSc1nnc(-c2ccc(S(=O)(=O)N3CCOCC3)cc2)o1)c1ccccc1F	2%	-7%	u	i	2%
44	CCN1C(=O)[C@@H]2[C@@H](c3ccc(-c4ccc(C(C)=O)cc4)c(OC)c3)N3CCC[C@@]3(C(=O)OC)[C@@H]2C1=O	11%	-3%	9%	i	-5%
45	COc1ccc(-c2cc(=O)oc3cc(OCC(=O)NCc4ccccn4)ccc23)cc1	-18%	-4%	-1%	i	1%
46	CC(C)c1c(O)c2c(n(-c3ccccc3)c1=O)CCCC2	10%	1%	u	i	-6%
47	Cc1cc(C)cc(OCC(=O)Nc2ccc3c(c2)OCO3)c1	-1%	2%	1%	i	6%
48	CN(C)c1ccc(S(=O)(=O)N2CCCCC2)cc1NC(=O)C1=COCCO1	2%	0%	13%	i	5%
49	Cc1ccc(C(=O)N/C(=C/c2ccco2)C(=O)NCCc2c[nH]c3ccccc23)cc1C	12%	-10%	12%	i	6%
50	O=C(OCCc1cc2ccccc2c(=O)o1)c1ccc(F)cc1	-3%	12%	-4%	i	25%

cpd	Nrf2 inh	Nrf2 ARE act	TGFb inhibitor	HepG2 viability
41	-18%	0.3%	1%	-11%
42	u	0.2%	4%	4%
43	-4%	4.4%	5%	-2%
44	6%	0.1%	-2%	-13%
45	u	-1.5%	u	-58%
46	u	-0.9%	-5%	2%
47	1%	-0.5%	4%	-13%
48	4%	-0.4%	-4%	6%
49	-5%	12%	-14%	-18%
50	-12%	2.0%	-4%	-19%

These rows are one share of the data. The share of hits here may be higher or lower than overall.
